Cycloheximide cs – counter-screen for Shiga toxin inhibitors: cycloheximide protein synthesis inhibition. max response, %. AID 2314. hit rate 12% among 300,000. cell reporter, cycloheximide protein synthesis inhibition counterscreen; in the data active means max response mostly above about 13%, no sharp cut-off; inactive means mostly below about 14%; further: read at 38.3 µM for the half of the compounds with a filed dose; 0% is about no effect
FBPA Giardia inh – blocks Giardia fructose-bisphosphate aldolase activity; purified Giardia FBPA; Potency, µM (series often up to 59.6 µM), without a hit: at the highest dose activity, negative = inhibition, usual class: inhibitors; hit rate 0.71% among 290,000; AID 2451; further: potency means the concentration at half of the fitted maximal effect; on the % scale 0 is the no-effect control and ±100 the full control effect; nearly all actives have a fitted effect of over 55% in size
Target sequence (A8B2U2 whole entry, looked up): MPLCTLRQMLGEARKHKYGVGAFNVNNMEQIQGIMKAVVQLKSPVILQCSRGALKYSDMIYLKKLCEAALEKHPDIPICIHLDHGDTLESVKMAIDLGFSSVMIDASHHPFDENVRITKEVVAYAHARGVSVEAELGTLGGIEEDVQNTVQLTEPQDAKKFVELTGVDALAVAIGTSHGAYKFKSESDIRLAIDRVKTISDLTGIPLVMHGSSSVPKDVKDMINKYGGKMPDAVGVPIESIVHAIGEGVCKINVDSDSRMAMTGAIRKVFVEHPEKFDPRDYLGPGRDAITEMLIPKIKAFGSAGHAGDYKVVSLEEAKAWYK
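40 nM FBPA preincubated 10 min at RT with compound (up to 57.5 uM final), then substrate plus GAPDH/TPI/NAD/arsenate coupling and diaphorase/resazurin added. Fluorescence read after 20 min at RT, 525/598 nm.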
Pf growth 48h – inhibits P. falciparum growth in the first generation, 48 h. P. falciparum luciferase growth in erythrocytes, 48 h. Potency, µM (top dose mostly 28.7 µM), inactives show top-dose activity change, negative = inhibition, usual class: inhibitors. hit rate 5.9% among 310,000; further: potency means the concentration at half of the fitted maximal effect; on the % scale 0 is the no-effect control and ±100 the full control effect
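In quantitative HTS format, infected erythrocytes bearing luciferase-reporter parasites were treated for a single generation at 37 C. Luminescence after adding detection reagent served as the growth measure.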
Sm TGR inh – inhibitors of Schistosoma mansoni thioredoxin glutathione reductase; Q962Y6; purified TGR, DTNB reduction, TNB absorbance 405 nm; Potency, µM (series often up to 114 µM), inactives show at the top dose activity change, negative = inhibition, usual class: inhibitors; hit rate 3% among 360,000; further: potency means the concentration at half of the fitted maximal effect; on the % scale 0 is the no-effect control and ±100 the full control effect; nearly all actives have a fitted effect of over 60% in size
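Kinetic colorimetric format: TGR-catalysed, NADPH-driven DTNB reduction monitored via TNB absorbance. Enzyme dispensed at 20 nM; compound exposure 15 min at room temperature before reaction start.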
Pf growth 96h – P. falciparum growth inhibition at 96 hours | P. falciparum luciferase reporter growth, 96 h | hit rate 6.9% among 320,000 | Potency, µM (series often up to 28.7 µM), for inactives: at the top dose activity change, negative = inhibition, hits mostly inhibitors; further: potency means the concentration at half of the fitted maximal effect; on the % scale 0 is the no-effect control and ±100 the full control effect
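Luminescence readout: decreased luciferase signal marks inhibited growth of reporter-expressing P. falciparum in infected red cells (2% hematocrit, 0.05% parasitemia final), exposed to compound two generations (96 h, 37 C, 5% CO2).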
Shiga inhibitor – Shiga toxin inhibition; Vero cells, Shiga toxin protein synthesis inhibition reporter; inhibition, % at 38.7 µM; hit rate 9.2% among 290,000; AID 2315; in the data active means inhibition mostly above about 28%, no sharp cut-off; inactive means mostly below about 43%; further: 0% is about no effect
* marks the source's active call; other numbers are inactive results; u = inconclusive; x = not tested or not shown; & = joins results of further samples; [ ] = dose if it differs, or a comment. Unless noted, the call rests on the fitted dose curve; in most records, active means well fitted curve in the direction sought with a large enough effect; inconclusive means small, poorly fitted or top-dose-only effect, or another doubt; inactive means no such curve, though single readings can be large; an effect the other way counts as inactive or inconclusive.

SMILES | Cycloheximide cs | FBPA Giardia inh | Pf growth 48h | Sm TGR inh | Pf growth 96h | Shiga inhibitor
N#C/C(=C\c1ccc(OCc2ccccc2)cc1)C(=O)Nc1ccc(C(=O)O)cc1 | 26* | 1% | 10% | 8% | 34%[activator] | 46*
COC(=O)CN(c1nc(C)cc(OC)n1)S(=O)(=O)c1ccc(C)cc1 | 1 | 8% | u | -13% | u | 1
CN(CC(=O)Nc1ccccc1Sc1ccccc1)C1CCCCC1 | 6 | 7% | u | 8% | -98% | 0
CN(Cc1ccccc1)C1(CNC(=O)CCC(F)(F)F)Cc2ccccc2C1 | -1 | -2% | 28% | -23% | 15µM* | x
CCC1=Nc2cc(C(=O)NCCN3CCOCC3)ccc2Sc2ccc(Br)cc21 | -4 | -5% | u | -3% | 0% | -3
CCOc1ccc(N2C(=O)c3cccnc3C2Nc2ccc(C)c(C)c2)cc1 (configuration not stated) | -1 | 0% | x | -29% | 4.7µM* | -8
CN(c1ccccc1)S(=O)(=O)c1ccc(Cl)c(C(=O)OCC(=O)N2CCOCC2)c1 | 1 | 5% | 6% | -2% | 48%[activator] | 4
COc1ccc(NC(=O)c2cccc(C(=O)Nc3ccc(OC)cc3)n2)cc1 | 0 | 0% | 17% | x | 37%[activator] | -2
Cc1ccc(C)c(SCC(=O)OCC(=O)N2CC(C)OC(C)C2)c1 (configuration not stated) | -3 | 2% | 8% | 0% | 26% | -5
CCOc1ccc(S(=O)(=O)N(CC)CC)cc1N | 0 | -1% | 26% | 0% | u | 8
O=C1CC(N2CCN(Cc3ccc4c(c3)OCO4)CC2)C(=O)N1CCc1ccccc1 (configuration not stated) | 1 | -2% | 6% | u | -8% | -6
COCCCNC(=O)COc1ccc(-c2nccc(-c3ccccn3)n2)cc1 | 16 | u | u | 1% | u | 14
COc1cc(C(=O)NCC(=O)NNC(=O)C2COc3ccccc3O2)cc(OC)c1OC (configuration not stated) | x | x | u | -5% | u | x
CC(C)n1cnnc1SCC(=O)Nc1ccc(Br)cc1F | -2 | 0% | 8% | -17% | -10% | 19
COc1ccccc1CC(=O)N(CCC1=CCCCC1)c1c(N)n(Cc2ccccc2)c(=O)[nH]c1=O | x | x | -9% | 1% | u | x
NC12CN3CN(CN(C3)C1)C2 (tested in a mixture with another compound) | 2 | -18% | -15% | 1% | 1% | -5
O=C(Cc1ccccc1)Nn1c(O)c(/C=C2\C=Nc3ccccc32)sc1=S | -3 | 0% | 10% | 0% | 28% | 3
COc1ccc(O)c(C(=O)c2cc(C#N)c(=O)n(CC3CCCO3)c2)c1 (configuration not stated) | 2 | -6% | -2% | -16% | u | -5
N#CCCN1CCN(S(=O)(=O)c2ccc(S(=O)(=O)N3CCCC3)cc2)CC1 | -2 | 4% | 8% | 6% | 13% | -3
CCN(CC)c1ccc(C(=O)N/N=C(\C)c2ccc(OC)c(OC)c2)cc1 | -7 | 3% | -11% | -12% | u | -19
O=C(c1ccc(N2CCN(C3CC(=O)N(c4ccc(F)cc4)C3=O)CC2)cc1)c1cccnc1 (configuration not stated) | -2 | 0% | x | -22% | -29% | -6
CCN(CC)c1ccc(/C=N/NC(=O)C(O)(c2ccccc2)c2ccccc2)o1 | 4 | -11% | u | 14µM* | u | -4
N=c1c(C(=O)NCC2CCCO2)cc2c(=O)n3ccccc3nc2n1Cc1ccc(F)cc1 (configuration not stated) | -5 | -1% | u | -14% | u | -2
CCC(=O)N(Cc1cc2c(C)ccc(C)c2[nH]c1=O)C1CCCCC1 | -3 | -1% | u | -16% | u | -5
CC1CCCN(CCCNC(=O)c2ccc(NC(=O)C3=CSCCO3)cc2)C1 (configuration not stated) | -3 | x | 11% | -16% | u | 10
Cc1cc(COc2ccccc2O)on1 | -1 | 0% | x | 0% | 15% | -10
O=C(NCc1ccncc1)c1cc(S(=O)(=O)N2CCOCC2)c(Cl)cc1Cl | x | x | u | -11% | -15% | x
COC(=O)c1nn(-c2ccc(OC)cc2)c(=O)cc1NN | 6 | u | -2% | -2% | 47%[activator] | 2
CCCCc1c(C)nc2c(OC)cccc2c1SCC(=O)O | -2 | -6% | 0% | -7% | 1% | -8
Cc1nnc(SCC(=O)Nn2cnnc2)s1 | -4 | -10% | 1% | 2% | 25% | 16

Of the compounds above, 5 have an aryl thioether with sulfur outside any ring.
SMILES | Cycloheximide cs | FBPA Giardia inh | Pf growth 48h | Sm TGR inh | Pf growth 96h | Shiga inhibitor
CN(CC(=O)Nc1ccccc1Sc1ccccc1)C1CCCCC1 | 6 | 7% | u | 8% | -98% | 0
Cc1ccc(C)c(SCC(=O)OCC(=O)N2CC(C)OC(C)C2)c1 (configuration not stated) | -3 | 2% | 8% | 0% | 26% | -5
CC(C)n1cnnc1SCC(=O)Nc1ccc(Br)cc1F | -2 | 0% | 8% | -17% | -10% | 19
CCCCc1c(C)nc2c(OC)cccc2c1SCC(=O)O | -2 | -6% | 0% | -7% | 1% | -8
Cc1nnc(SCC(=O)Nn2cnnc2)s1 | -4 | -10% | 1% | 2% | 25% | 16

Carrying on:
SMILES | Cycloheximide cs | FBPA Giardia inh | Pf growth 48h | Sm TGR inh | Pf growth 96h | Shiga inhibitor
Cc1ccc(C(=O)OCC(=O)Nc2c(C)n(C)n(-c3ccccc3)c2=O)cc1[N+](=O)[O-] | -2 | -1% | 17% | 8% | 23% | -10
OC(c1nc2ccccc2[nH]1)C(O)c1nc2ccccc2[nH]1 (configuration not stated) | 21* | 1% | -9% | 6% | u | x
CC(C)Oc1ccc(C(=O)Nc2ccc(N3CCN(C(=O)c4ccco4)CC3)cc2)cc1 | -3 | 4% | u | -12% | u | -10
COc1ccc(NC(=O)CCc2nnc3ccc(N4CCN(c5cccc(OC)c5)CC4)nn23)cc1 | 0 | x | 12µM* | -6% | 0.33µM* | 32
CCCSc1nnc(C(C)C)n1N | 1 | -3% | x | -4% | 42%[activator] | -12
CN(C)C(=O)Oc1ccc2c(c1)O/C(=C\c1ccc(Cl)cc1)C2=O | 12 | 2% | 48%[activator] | -19% | 22% | 38
CN(CC(=O)Nc1ccc(F)cc1)C(=O)COc1ccc([N+](=O)[O-])cc1Cl | -1 | -4% | -21% | 0% | 42%[activator] | 16
Cn1c(Cn2c(=O)sc3ccccc32)nnc1SCC(=O)N1CCOCC1 | 4 | -3% | 7% | -14% | -20% | -1
CCN(CC(=O)Nc1ccc(NC(C)=O)cc1)C(=O)c1ccc2c(c1)S(=O)(=O)N=C1CCCCCN12 | x | x | -24% | 0% | 35%[activator] | x
NCCNC[C@@H]1COC2(CCCCCCCCCCC2)O1 | 0 | 1% | 8.3µM* | -1% | 7.4µM* | 8
Cc1oc(-c2ccccc2F)nc1CS(=O)(=O)CC(=O)NCCCN1CCN(C)CC1 | -5 | 16% | -3% | -20% | 10µM* | 11
Cc1sc2c(c1C)c(=O)n(-c1ccccc1)c(=O)n2CC(=O)NCC1CCCO1 (configuration not stated) | -2 | -2% | 20% | 9% | 49%[activator] | -7
C/C(=N\NC(=S)Nc1cccc(C)c1)c1ccccc1 | 17 | x | u | 15% | 5.2µM* | 52
CN(C)c1ccc(N2C(=NC(=O)CCc3ccccc3)SC3CS(=O)(=O)CC32)cc1 (configuration not stated) | 19* | x | u | -7% | 12µM* | 24
O=c1[nH]c(C2CCN(S(=O)(=O)c3ccccc3)CC2)nc2c1nnn2Cc1ccccc1 | -2 | 5% | u | -8% | 72%[activator] | 20
C=CCn1c(=O)c2c(nc3n2CC(C)CN3c2cccc(OC)c2)n(C)c1=O (configuration not stated) | -4 | 0% | x | -16% | u | -4
COc1cccc(CNC23CC4CC(CC(C4)C2)C3)c1OCc1ccccc1 | -4 | 2% | 10µM* | 5% | -15% | -4
O=C(NCCS(=O)(=O)c1ccc(Br)cc1)c1ccc(Cl)cc1Cl | -2 | 2% | 3% | -5% | 22% | -6
CC(NC(=O)COc1ccc(/C=N/NC(=O)C(=O)Nc2ccccc2Br)cc1)c1ccccc1 (configuration not stated) | -3 | 3% | 4% | 3% | 11% | -6
CCC(=O)Nc1nonc1-c1nc2ccccc2n1Cc1ccccc1 | -1 | 5% | u | -1% | x | -2
C=CCSc1nnc(-c2cccnc2)o1 | 15* | -1% | 42%[activator] | u | 8% | 22*
Cc1ccc2nc(C)cc(C(=O)OCC(=O)c3ccc(Cl)c([N+](=O)[O-])c3)c2c1 | -3 | 2% | 9% | -24% | 0% | -14
O=C(Cc1cccs1)N/N=C/C(Br)=C/c1ccccc1 | 51* | 6% | 126%[activator] | -9% | 15% | 77*
CN1C(=O)c2ccccc2C(C(=O)NCCCN2CCCC2=O)C1c1c[nH]c2ccccc12 (configuration not stated) | -4 | 0% | x | -4% | x | -8
CCNS(=O)(=O)c1ccc(CCC(=O)Nc2ccccc2)cc1 | -2 | 1% | -30%[5.75 µM] | 3% | 35% | -9
CC(=O)N1CCN(C(=O)CNC(=O)c2cccs2)CC1 | x | x | 16% | -3% | 14% | x
CC(=O)NC(c1cccs1)c1cc(Cl)c2ccccc2c1O (configuration not stated) | x | x | -1% | u | u | x
COC(=O)CSc1nc2ccc(C)cc2[nH]1 | 6 | x | 18% | -3% | 47%[activator] | 0
COc1ccc(N2CCN(CCCNC(=O)c3ccc(CS(=O)(=O)c4ccc(OC)cc4)o3)CC2)cc1 | -2 | x | u | -6% | -1% | -10
COc1ccc(C2C=C3CNS(=O)(=O)C3CC2OC(=O)c2ccc(C(F)(F)F)cc2)cc1 (configuration not stated) | -10 | -25% | x | x | x | -11
C=CCN(CC(=O)NCc1ccc(F)cc1)C(=O)c1csnn1 | 1 | 3% | 9% | 7% | 19% | -2
O=C(c1ccccc1)N(Cc1ccccc1)Cc1ccccc1 | -2 | 7% | 31%[activator] | 0% | -6% | x
Cc1cc(NC(=O)CNCC(c2ccccc2)N(C)C)c([N+](=O)[O-])cc1C (configuration not stated) | -2 | 18% | -16% | 20% | -26% | -14
CC1CCC2(CC1)NC(=S)N(c1ccccc1)N2 (configuration not stated) | 24 | 1% | x | 5% | -26% | 41
CCCc1cc(C(=O)Nc2cccc3ccccc23)n(C)n1 | -3 | 13% | 9% | 12% | -11% | 2
CC(O)(c1ccccc1)C(c1ccccc1)C1CCCCN1 (configuration not stated) | -2 | -1% | -15% | 4% | u | 1
N#CC1(C#N)C2=C(CCCC2)NC(c2ccccc2)C1(C#N)C#N (configuration not stated) | 15 | u | -2% | u | -6% | 18
COc1ccccc1C(=O)NCC(c1cccs1)N1CCc2ccccc21 (configuration not stated) | x | x | 12µM* | -7% | 3.7µM* | x
Cc1ccc2c(c1)C1CN(C)CCC1N2C(=O)c1cccc(S(=O)(=O)N2CC(C)CC(C)C2)c1 (configuration not stated) | -3 | -11% | u | 0% | 13µM* | -8
O=C(CCC(=O)N(CC(=O)NC1CCCC1)c1ccccc1F)Nc1nccs1 | -4 | 4% | 0% | 2% | u | -8
O=C(C1CCN(S(=O)(=O)c2ccccc2)CC1)N1CCC1 | x | x | -16% | -23% | -10% | x
Cc1nn(C)c(C(=O)NNC(=S)NCc2ccccc2)c1Cl | -1 | 1% | -1% | 0% | -3% | -5
O=C(CSc1nc2cc3ccccc3cc2[nH]1)Nc1ccc(F)cc1 | 12 | -8% | 16% | -2%&-3% | 36%[activator] | 19
CCOC(=O)CNC(=O)C(NC(=O)C1CCC(C)CC1)C(C)CC (configuration not stated) | -3 | 5% | 13% | 5% | 12% | -7
COc1ccc(NC(=O)c2cc(-c3ccccc3)oc2C)cc1 | 0 | -8% | 37%[activator] | 3% | -12% | -8
COc1ccc(-c2nc(C)c(C(C)=O)n2O)cc1 | 15 | -1% | 10% | -15% | 4.7µM* | 1

Screens deposited in PubChem by National Center for Advancing Translational Sciences (NCATS).
